Compound activity from PubChem.
KAT2A inh: inhibitors of human GCN5L2 histone acetyltransferase; Q92830; GCN5L2 HAT assay, ThioGlo1 CoA-SH fluorescence; Potency, µM (top dose mostly 58.9 µM), for the others: at the top dose activity change, negative = inhibition, actives largely listed as inhibitors; hit rate 0.21% among 390,000; AID 504327
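GCN5L2 (20nM final) in 50mM HEPES, 0.1mM EDTA pH 7.5, 0.01% Tween-20 was preincubated 15 min at room temperature with compound, then given ThioGlo1 (50uM), H3(1-25) peptide (75uM) and acetyl-CoA (70uM); CoA-thiol fluorescence (Ex340/Em540) was read at 0 and 20 min.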
FEN1 inhibitor: human FEN1 inhibition; P39748; AID 588795; hit rate 0.35% among 390,000; Recombinant FEN1 flap cleavage, fluorescence, 15 min; Potency, µM (titrated, usually from 114 µM), for inactives: top-dose activity change, negative = inhibition, usual class: inhibitors; further: nearly all actives have a fitted effect of over 65% in size
Target sequence (P39748 whole entry, looked up): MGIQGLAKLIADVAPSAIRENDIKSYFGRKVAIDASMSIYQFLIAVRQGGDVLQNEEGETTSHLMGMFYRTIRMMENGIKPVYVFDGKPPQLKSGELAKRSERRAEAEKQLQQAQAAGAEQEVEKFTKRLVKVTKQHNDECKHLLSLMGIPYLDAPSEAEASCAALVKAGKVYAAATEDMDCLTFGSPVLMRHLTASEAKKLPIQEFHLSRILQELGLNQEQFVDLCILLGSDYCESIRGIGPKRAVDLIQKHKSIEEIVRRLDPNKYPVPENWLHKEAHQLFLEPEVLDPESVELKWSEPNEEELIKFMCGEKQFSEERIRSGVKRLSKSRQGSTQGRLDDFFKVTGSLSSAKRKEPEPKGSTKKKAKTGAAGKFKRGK
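Nuclease activity of 10 nM FEN1 was measured after 15 min of room-temperature exposure to titrated compounds, by adding 50 nM flap substrate and reading plates at 0 and 15 min.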
N370S GC mod: inhibits or activates N370S mutant glucocerebrosidase; P04062; Potency, µM (highest dose often 59.4 µM), for inactives: at the top dose activity change, negative = inhibition, hits mostly inhibitors; AID 2101; N370S GC spleen homogenate, 4MU-glucoside fluorescence; hit rate 0.092% among 330,000;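 further: 0% = full enzyme activity and -100% = no enzyme basal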
Active calls of the source: *; ? = inconclusive; . = not tested or not shown; & = joins results of further samples; [ ] = remark or other dose. The call rests on the fitted dose curve; in most records, active means well fitted curve in the direction sought with a large enough effect; inconclusive means small, poorly fitted or top-dose-only effect, or another doubt; inactive means no such curve, though single readings can be large; an effect the other way counts as inactive or inconclusive. Unless noted, on the % scale 0 is the no-effect control and ±100 the full control effect; potency means the concentration at half of the fitted maximal effect. An unsorted share of the library, and some 0.54% of all compounds hit somewhere here.

KAT2A inh	FEN1 inhibitor	N370S GC mod	SMILES
-2%	-7%	0%	Nn1c(Cc2ccccc2F)nnc1SCC(=O)N1CC(=O)Nc2ccccc21
20%	-4%	-7%	N#Cc1cccc(Oc2ccc(-c3cnc4ccccc4n3)cc2)c1C#N
-6%	-2%	17%	O=C(CC1C(=O)NCCN1Cc1c(F)cccc1Cl)NCc1ccccc1 (centres undefined)
0%	-2%	1%	CCOC(=O)C(=CNc1cc(C)nn1C(C)(C)C)C(=O)OCC
-7%	8%	.	COCCN(C(=O)c1ccc(C)o1)c1c(N)n(CC(C)C)c(=O)[nH]c1=O
1%	-2%	-2%	Cc1cccc(NC(=O)c2cc(-c3ccccn3)nc3ccccc23)c1C
3%	2%	-2%	CC(=O)c1sc(NC(=O)COc2ccc([N+](=O)[O-])cc2)nc1C
1%	?	22%	COC(=O)c1cc(OC)c(OC)cc1NC(=O)C(C)c1ccc([N+](=O)[O-])cc1 (centres undefined)
-4%	-3%	.	COc1ccccc1N1CCN(c2nc3ccc(C(=O)c4ccccc4)cc3n3c(C)nnc23)CC1
-15%	-4%	6%	O=c1c2ccccc2c(C=NCCc2ccccc2)c(O)n1Cc1ccccc1
2%	1%	9%	CCCOc1ccc(-c2nnc(-c3cccs3)o2)cc1
-5%	-3%	-3%	O=C(Nc1ccc(N2CCOCC2)c(Cl)c1)c1c(F)c(F)c(F)c(F)c1F
2%	-2%	-5%	Cc1ccc(-n2c(-c3ccco3)nc3nc4ccccc4nc32)cc1
-6%	?	?	Cn1c2ccccc2c(=O)c2ccc(F)cc21
0%	16%	-10%	COc1ccc(CNC(=O)CCS(=O)(=O)c2cc3c(cc2Cl)NC(=O)CO3)cc1

Reformatted as tab-separated lines: part of the list above.
smiles	KAT2A inh	FEN1 inhibitor	N370S GC mod
CC(=O)c1sc(NC(=O)COc2ccc([N+](=O)[O-])cc2)nc1C	3%	2%	-2%
COC(=O)c1cc(OC)c(OC)cc1NC(=O)C(C)c1ccc([N+](=O)[O-])cc1 (centres undefined)	1%	?	22%
COc1ccccc1N1CCN(c2nc3ccc(C(=O)c4ccccc4)cc3n3c(C)nnc23)CC1	-4%	-3%	.
O=c1c2ccccc2c(C=NCCc2ccccc2)c(O)n1Cc1ccccc1	-15%	-4%	6%
CCCOc1ccc(-c2nnc(-c3cccs3)o2)cc1	2%	1%	9%

Next section.
KAT2A inh	FEN1 inhibitor	N370S GC mod	SMILES
1%	14%	.	CC(CC(=O)N1CCN(S(=O)(=O)c2ccc([N+](=O)[O-])cc2)CC1)c1ccccc1 (centres undefined)
2%	-11%	8%	O=c1c2c3n(c(=O)nc2[nH]n1-c1ccccc1)CCCCC3
-2%	-2%	7%	O=C(COC(=O)c1cccc(S(=O)(=O)N2CCCC2)c1)Nc1ccccc1
-7%	-1%	.	Cc1cccc(C)c1OCC(=O)Nc1c(C(=O)c2ccccc2)oc2ccccc12
-7%	0%	5%	CCn1nnc(NC(=O)c2ccc(-c3ccc(Cl)cc3)o2)n1
-11%	-8%	.	CS(=O)(=O)c1ncc(N(Cc2ccco2)Cc2cccs2)c(C(=O)Nc2ccccc2F)n1
-1%	3%	-1%	Cc1ccc2nc(Cl)c(C#N)cc2c1
-2%	-30%	5%	COc1ccc(-c2sc3ccccc3c2C#CCO)cc1
-27%	-12%	.	COc1ccc(C(=O)Nc2nc3c(s2)CCc2cc(OC)ccc2-3)cc1
-3%	5%	-17%	CC1=CC(C)(C)Nc2ccc(OC(=O)CN3C(=O)C4CCCCC4C3=O)cc21 (centres undefined)
-18%	0%	.	Cc1ccccc1C(=O)Nc1ccc2nc(SCCOc3ccccc3)sc2c1
-7%	.	29%	O=c1c(-c2ccccc2)nc2cnc(N3CCOCC3)nc2n1Cc1ccc(F)cc1
-12%	9%	-3%	CCOC(=O)C1CCN(C(=O)C2(NC(=O)Nc3cccc(F)c3)CCCCC2)CC1
-3%	-18%	4%	Cc1cccc(N(C(=O)c2nsc(Cl)c2Cl)C(C(=O)NC2CCCC2)c2ccc(O)cc2)c1C (centres undefined)
-2%	-2%	-6%	O=C(Nc1cccnc1)OC1CCCC1
-11%	1%	5%	Cc1onc(-c2ccc(Cl)cc2)c1-c1ccnc(SCC(=O)Nc2cc(Cl)cc(Cl)c2)n1
-9%	-14%	11%	CN(Cc1ccccc1)C(=O)CN(c1ccc(F)cc1)S(=O)(=O)c1ccc2c(c1)OCCO2
-7%	-14%	16%	CCC(OCC(O)CN1CCN(CCN2C(=O)c3cccc4cccc(c34)C2=O)CC1)c1ccccc1 (centres undefined)
2%	-1%	.	O=C1C(c2cccc(Br)c2)N(CCc2ccccc2)C(=O)CN1C1CCCCC1 (centres undefined)
-2%	-6%	.	CCOc1ccc2nc(Cl)c(C3CC(c4ccccc4)=NN3C(=O)CCC(=O)O)cc2c1 (centres undefined)
0%	0%	.	CN(Cc1ccc(Cl)c(Cl)c1)C(=O)C1=CC=CN2CCS(=O)(=O)N=C12
-13%	-6%	1%	N#Cc1ccc(NC(=O)c2cc(S(=O)(=O)N3CCOCC3)ccc2N2CCCC2)cc1
-3%&2%	1%&5%	7%	COC(=O)c1nnn(CC(=O)NC(=O)Nc2c(C)cccc2C)c1C(=O)OC
-10%	-6%	12%	COC(=O)c1ccc(Cl)c(NC(=O)CN(c2ccccc2)S(=O)(=O)c2ccc(OC)cc2)c1
-15%	-2%	-13%	CNC(=O)NC(=O)C(C)OC(=O)c1c(C)noc1C (centres undefined)
-1%	?	4%	CC(C)CN(C(=O)COC(=O)c1ccc([N+](=O)[O-])o1)C1CCS(=O)(=O)C1 (centres undefined)
12%	.	18%	O=[N+]([O-])c1ccc(-n2cccc2/C=N/Nc2nc(N3CCCCC3)nc(N3CCCCC3)n2)cc1
-5%	-6%	-17%	O=C(NCCc1ccc(Cl)cc1)C1CCN(S(=O)(=O)c2ccc(-n3cnnn3)cc2)CC1
1%	-1%	0%	CCN(CC(=O)N1CCOCC1)S(=O)(=O)c1ccccc1
1%	11%	12%	CC1CCCC(NC(=O)COC(=O)c2cccc(NS(=O)(=O)/C=C/c3ccccc3)c2)C1C (centres undefined)
-6%	-9%	.	CCOc1ccc(C2c3c(oc4ccc(C)cc4c3=O)C(=O)N2c2nc(C)c(C)s2)cc1OC (centres undefined)
6%&1%	-5%&4%	3%	COCCCNC(=O)c1ccc2c(c1)nc(C)n2-c1cccc(C)c1
-13%	-15%	-1%	Cc1c(Cl)ccc2sc(NC(=O)C3CC3)nc12
-9%	14%	-5%	C/C(=N\NC(=O)CN1CCN(Cc2ccccc2)CC1)c1ccncc1
-5%[0.501 µM]	0%	6%	COc1cc2c(cc1NC(=O)CN1CCN(S(=O)(=O)c3ccccc3F)CC1)oc1ccccc12
-1%	-5%	-3%	O=C(Nc1cccc(S(=O)(=O)C(F)F)c1)c1ccc(S(=O)(=O)N2CCOCC2)cc1
2%	-13%	26%	Cc1sc2nc(CSCC(=O)Nc3ccc(OC(F)F)cc3)[nH]c(=O)c2c1C
-5%&1%	-4%	0%&-5%	C[C@@H]1C[C@H]2[C@@H]3CCC4=CC(=O)C=C[C@]4(C)[C@@]3(F)[C@@H](O)C[C@]2(C)[C@@]1(O)C(=O)COP(=O)(O)O
1%	.	4%	Cc1ccc2oc(=O)c3cc(C(=O)Nc4cc(-c5cccc(F)c5)no4)sc3c2c1
-1%	5%	.	COC(=O)c1cc2oc3ccccc3c2n1Cc1nc(-c2cccc(C)c2)oc1C
-4%	-16%	1%	CCCN1CCN(CCCNC(=O)c2cc3c(=O)n(C)c4ccccc4c3n2C)CC1
-4%	-2%	.	Cc1cccc(-c2cc(NC(=O)COc3ccccc3F)n(-c3ccccc3)n2)c1
3%	3%	0%	O=C(CN1CCN(Cc2ccccc2)CC1)Nc1ccc(S(=O)(=O)N2CCOCC2)cc1
-15%	5%	12%	Cc1ccccc1-c1nnc(SCc2ccccc2)o1
-2%	0%	-4%	COc1ccc(/C=C/C(=O)OCC(=O)N(C)c2c(N)n(Cc3ccccc3)c(=O)[nH]c2=O)cc1OC

Record cards, from the list above. Order of values: KAT2A inh, FEN1 inhibitor, N370S GC mod
O=C(CN1CCN(Cc2ccccc2)CC1)Nc1ccc(S(=O)(=O)N2CCOCC2)cc1 across the screens: 3%, 3%, 0%
CCCN1CCN(CCCNC(=O)c2cc3c(=O)n(C)c4ccccc4c3n2C)CC1 across the screens: -4%, -16%, 1%

(further entries)
KAT2A inh	FEN1 inhibitor	N370S GC mod	SMILES
1%	1%	-4%	CC(=O)OCC1OC(n2ccc(=O)[nH]c2=O)C(O)C1O (centres undefined)
-5%	1%	.	O=C(Nc1ccc(F)cc1F)c1cc2nc(-c3ccco3)cc(C(F)(F)Cl)n2n1
-15%	1%	3%	O=C(CCC1CCCN(C(=O)Cc2ccc(F)cc2)C1)N1CCN(c2ccccn2)CC1 (centres undefined)
-5%	-5%	-7%	CN(Cc1nccn1C)C(=O)c1cc(COc2ccc3ncccc3c2)on1
1%	-1%	.	O=C(COC(=O)C1CC2CCCC(C1)C2=O)NC(=O)c1ccccc1 (centres undefined)
?	3%	-5%	O=C(Nc1nnc(SCc2cccnc2)s1)C1CC(=O)N(c2ccc(F)cc2)C1 (centres undefined)
?	22%	-10%	COc1cccc(N2CCN(C(=O)c3cccc(NC4=NC5CS(=O)(=O)CC5S4)c3)CC2)c1 (centres undefined)
1%	1%	3%	Cc1ccccc1-c1oc(C)c(C)[n+]1[O-]
0%	2%	4%	COc1cc(C)nc(OCCNS(=O)(=O)c2cc(C)ccc2C)n1
-2%	-15%	10%	CCCn1cc(S(=O)(=O)c2ccc(OC)cc2)c(=O)c2cc(OCC)ccc21
-2%	-6%	-6%	CC(C)c1ccc(NC(=O)c2ccc3c(c2)C(=O)N(Cc2cccnc2)C3=O)cc1
1%&3%&0%&18%&8%&-3%	-2%	12%&-1%&9%&-1%&-6%&0%&1%	C[C@]12CC[C@@H]3c4ccc(O)cc4CC[C@H]3[C@@H]1CC[C@@H]2O
-4%	-9%	.	CCc1ccccc1NC(=O)c1cc2ncc(Br)cn2n1
-3%	2%	1%	c1ccc(CNCc2ccc3c(c2)OCO3)nc1
-24%	0%	16%	CC1=C(C(=O)Nc2ccccc2C(=O)NC2CCCCC2C)SCCO1 (centres undefined)
-11%	-27%	17%	Fc1ccccc1C1CC(c2ccco2)=Nc2ccccc2S1 (centres undefined)
0%	0%	-4%	C#CCOCCOCCOCCNc1nc(N2CCN(C(=O)Cn3cc(CCCN=C(N)N)nn3)CC2)nc(N2CCN(C(=O)[C@H](CCCCN)n3cc(CCC(=O)O)nn3)CC2)n1
-1%	-3%	-5%	Cc1ccc(NC(=S)NC(NC(=O)c2ccccc2C)C(Cl)(Cl)Cl)c(C)c1 (centres undefined)
-24%	-10%	.	COC(=O)c1cc(C)nc2c1c(=O)nc(SCc1cccc(C)c1)n2C1CC1
18%	20%	-19%	Cn1c(=O)oc2cc(S(=O)(=O)N3CCC(C(=O)NCCc4ccccc4)CC3)ccc21
-2%	3%	-18%[2.35 µM]	Cc1ccc(S(=O)(=O)N2Cc3ccccc3CC2C(=O)Nc2cc(C)on2)cc1 (centres undefined)
-7%	-13%	-1%	O=C(COC(=O)c1cc(-c2ccc(F)cc2)nc2ccccc12)NCC1CCCO1 (centres undefined)
-2%	-12%	0%	O=C(Nc1ccc2c(c1)OCCO2)C1CC(c2ccc(F)cc2)=NO1 (centres undefined)
-9%	-7%	-8%	COc1ccc(-c2nn(-c3ccccc3)cc2/C=C/C(=O)N2CCN(c3ccccn3)CC2)cc1
0%	-6%	.	CC[C@]12c3[nH]c4ccc(OC)cc4c3CCN1C(=O)C(CC(=O)NCc1ccc(OC)c(OC)c1)C[C@@H]2C(=O)N1CCN(C(=O)C2CC2)CC1 (some centres undefined)
-2%	-7%	5%	N#C/C(=C\c1cc2ccccc2nc1N1CCCCC1)C(N)=O
-1%	-2%	-3%	CC(=O)c1cccc(NC(=O)CCn2c(=O)oc3ccccc32)c1
-5%	0%	5%	Nc1nnnn1/N=C\c1ccc(Cl)c([N+](=O)[O-])c1
-13%	6%	-8%	O=C(CN1C(=O)S/C(=C\C=C\c2ccccc2)C1=O)N1CCCCC1
-17%	-14%	-11%	Nc1nc(Nc2cccc(F)c2)nc(N2CCOCC2)c1[N+](=O)[O-]

Some of these compounds in order of the FEN1 inhibitor value, falling:
KAT2A inh	FEN1 inhibitor	N370S GC mod	SMILES
-2%	3%	-18%[2.35 µM]	Cc1ccc(S(=O)(=O)N2Cc3ccccc3CC2C(=O)Nc2cc(C)on2)cc1 (centres undefined)
-1%	-2%	-3%	CC(=O)c1cccc(NC(=O)CCn2c(=O)oc3ccccc32)c1
-9%	-7%	-8%	COc1ccc(-c2nn(-c3ccccc3)cc2/C=C/C(=O)N2CCN(c3ccccn3)CC2)cc1

The results go on:
KAT2A inh	FEN1 inhibitor	N370S GC mod	SMILES
-8%	6%	.	CC(=O)Oc1ccc(-c2ccc(C(=O)OCC(=O)c3c(N)n(C)c(=O)n(C)c3=O)cc2)cc1
-8%	0%	4%	COc1ccc(/C=C(/NC(=O)/C=C/c2ccccc2)C(=O)O)cc1
-7%	8%	-2%	O=C(c1ccc(S(=O)(=O)N2CCCC2)cc1)N1CCN(c2ccccc2)CC1
1%	4%	.	CN1CCN(C(=O)CNC(=O)c2cccs2)CC1
